Source: PubChem (Fisher Drug Discovery Resource Center)
mcGAS lum = cyclic GMP-AMP synthase inhibitors, mouse, primary biochemical chemiluminescence | Q8C6L5 | hit rate 0.15% among 160,000 | recombinant cGAS, Kinase-Glo ATP depletion luminescence | inhibition, % at 12.5 µM;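 also: 0% = negative control wells and 100% = reference inhibitor with no enzyme activity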
NPYLR7 ag = agonists of mosquito NPYLR7 receptor, primary screen, cell-based, Aedes aegypti, calcium fluorescence, mosquito biting behavior. HEK293T NPYLR7/Galpha15, GCaMP6s calcium fluorescence. activation, % at 10 µM. hit rate 0.15% among 270,000. AID 1259423, 2018; in the data active = activation above about 40%;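 also: 0% = vehicle and 100% = reference agonist at the receptor; some compounds past the cut are filed as inactive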
hcGAS inh = Primary biochemical luminescence assay for human cyclic GMP-AMP synthase inhibitors; recombinant h-cGAS, ATP depletion, Kinase-Glo luminescence; inhibition, % at 12.5 µM; hit rate 0.081% among 290,000;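 also: 0% = vehicle reaction and 100% = reaction without DNA for no activity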
Target sequence (Q8N884 whole entry, looked up): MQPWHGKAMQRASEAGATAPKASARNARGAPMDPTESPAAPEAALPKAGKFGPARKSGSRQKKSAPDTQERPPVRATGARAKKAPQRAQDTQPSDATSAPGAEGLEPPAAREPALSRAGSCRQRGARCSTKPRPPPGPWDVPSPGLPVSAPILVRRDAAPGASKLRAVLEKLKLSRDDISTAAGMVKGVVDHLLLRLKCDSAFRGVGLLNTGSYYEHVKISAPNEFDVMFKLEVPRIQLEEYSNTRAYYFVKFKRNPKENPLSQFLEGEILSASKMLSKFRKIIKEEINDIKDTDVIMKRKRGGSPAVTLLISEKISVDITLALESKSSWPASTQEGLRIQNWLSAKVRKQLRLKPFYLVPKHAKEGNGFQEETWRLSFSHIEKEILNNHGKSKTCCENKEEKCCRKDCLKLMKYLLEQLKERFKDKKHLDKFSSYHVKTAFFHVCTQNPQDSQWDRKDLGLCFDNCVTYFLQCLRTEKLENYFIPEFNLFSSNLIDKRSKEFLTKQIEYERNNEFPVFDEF
* hit, by the source's call; · = no result given; & = joins results of further samples. Rule as the data show it, unless noted: active = inhibition above about 40%; inactive = the rest.

canonical_smiles	mcGAS lum	NPYLR7 ag	hcGAS inh
COC(=O)[C@H]1CCCN1C(=O)[C@@H]1C[C@@H](NC(=O)c2snnc2C)CCN1C(=O)c1cc(C)nn1C	-8	-7	-6
Cc1nnc(C(C)Oc2ccc(OC(C)C)cc2)o1 (configuration not stated)	·	-4	0
COc1ccccc1N=C(N)N=C(N)N	·	4	-8
CCC(C(=O)NNC(=O)c1ccccc1)c1c(C)noc1C (configuration not stated)	-13	7	-7
CCCCn1c(N)c(Br)c(=O)[nH]c1=O	·	-1	-5
CC(=O)NC1(C(=O)OCc2ccc(C)cc2)CCCCC1	·	7	-3
C[C@@H](NC(=O)C1(N2Cc3ccc(-c4ccnn4C)nc3C2=O)CC1)c1ccccc1	-5	-15	-4
Cc1ccc(C(=O)NS(=O)(=O)c2ccc(F)cc2F)cc1S(C)(=O)=O	-9	0	-5
COc1ccc(C2CC(C(F)(F)F)n3ncc(C(=O)NC(C)C)c3N2)cc1 (configuration not stated)	-6	-4	-3
O=C(/C=C/c1ccc([N+](=O)[O-])s1)Nc1ccc(F)cc1F	0	20	0
Cc1noc(C)c1C(=O)N[C@H]1C[C@@H]1c1ccccc1	-5	-7	-8
CN(C/C=C/C#CC(C)(C)C)Cc1cccc2ccccc12	·	-1&-1	-3&-4
O=c1[nH]nc(Sc2ncnc3sc4c(c23)CCCCC4)n1CC1CCCO1 (configuration not stated)	-3	-8	-5
O=C(CC1C(=O)NC2(CCCC2)CN1CCc1ccccc1)NC1CC1 (configuration not stated)	·	25	-8
CCc1nc2ccc(C(=O)NCCN3CCNC3=O)cn2c1N(C)Cc1nccn1C	-3	-4	-4
Oc1cccc2ccc(/C=N\Nc3ccc4ccccc4n3)nc12	-7	4	-8
CN(C(=O)CCc1cnn(C)c1)C1CCCN(C2Cc3ccccc3C2)C1 (configuration not stated)	·	15	-3
O=C(CCC1CCCN(Cc2ccc(Cl)s2)C1)N1CCOCC1 (configuration not stated)	·	12	-11
Cc1ccc(C(NCC(=O)N2CCNC(=O)C2)C(F)(F)F)cc1 (configuration not stated)	·	4	-15
O=C1NC2(CCN(Cc3ccc(F)cc3)CC2)Nc2cccc(F)c21	-4	0	-9
COc1ccccc1C(=O)n1sc(=O)c2ccccc21	·	-3	-7
CCc1[nH]n(-c2ccc(Cl)c(Cl)c2)c(=O)c1C1=C(N(CC)CC)C(=O)N(c2ccc(OC)cc2)C1=O	-8	4	-3
CN(C)c1nc(Cl)nc(Oc2ccc(=O)n(C)n2)n1	·	1	-7
COCCCN(CC(=O)N(Cc1ccc2c(c1)OCO2)Cc1cccs1)S(=O)(=O)c1ccc(Cl)cc1	-3	0	-7
Cc1ccc(C(=O)NCC(C)N2CC(C)OC(C)C2)cn1 (configuration not stated)	·	-2	2
COc1ccccc1C1CCCN1C(=O)c1cnn2c1CCCC2 (configuration not stated)	·	4	-6
Cc1cnc(C(=O)N(C)CC2CCN(CC(C)C)C2)[nH]1 (configuration not stated)	-5	·	-7
O=C(CCC1CCCN(C(=O)C2CCOCC2)C1)NCc1ccccc1F (configuration not stated)	·	2	1
COc1cc(C(=O)N2CCC(O)(CN(C)C)C2)ccn1 (configuration not stated)	·	5	-6
COC(=O)c1ccccc1NC(=O)c1nc2nc(C)cc(C(F)F)n2n1	·	-1	-3
COc1cn2c(cc1=O)C(=O)N(CCNC(=O)c1ccc[nH]c1=O)CC2	·	18	-7
Cc1ccccc1-c1nc(CN2CCN3CCNC(=O)C3C2)c(C)o1 (configuration not stated)	·	14	1
COC(=O)C1=C(C)NC2=C(C(=O)CC(c3ccccc3)C2)C1c1ccc(N(C)C)cc1 (configuration not stated)	-7	0	-4
CC(C)c1ccc(NC(=O)/C=C/c2ccc3c(c2)OCO3)cc1	-4	-8	-5
O=c1[nH]c(=O)n(Cc2ccccc2C(F)(F)F)cc1Cl	·	-6	-4
COc1ccc(-n2c(SCc3cc(C)ccc3C)nnc2-c2ccccc2C)cc1	-5	16	-1
CC(C)N(CC(=O)N(Cc1ccc2c(c1)OCO2)Cc1ccco1)C(=O)C1C[C@H]1c1ccccc1 (some centres not stated)	-5	-5	-1
Cc1cc(NC(=O)c2nnn(-c3ccccc3)c2C)no1	-12	1	-10
O=C(Cc1cccs1)Nc1cccc2c1CCCC2	·	6	-5
FC(F)(F)c1c2c(nn1-c1ccccc1)CCC2	·	-1	-4
CC1(C(=O)NS(=O)(=O)c2ccc(F)cc2F)CCN1C(=O)c1ccccc1CCc1ccccc1 (configuration not stated)	·	6	-2
Nc1cc(S(=O)(=O)C(F)(F)F)ccc1Cl	-2	0	-2
O=C(O)c1cccc(NC(=O)c2cc3ccccc3oc2=O)c1	-9	3	-7
CC1CCCN(c2ccc(C(N)=O)cc2NC(=O)CSc2ccncc2)C1 (configuration not stated)	-12	·	-9
O=C1NC(=S)SC1=Cc1c(F)cccc1Cl	·	-3	48*
COc1ccc(NC(=O)C2CC=CCC2C(=O)N2CCC(C#N)(c3ccccc3)CC2)cc1 (configuration not stated)	·	-11	-4
O=C(c1ccc(-c2ccccc2F)cc1)N1CCC2(CC1)CC2C(=O)N1CCN(c2ccccn2)CC1 (configuration not stated)	-11	18	-7
CCCCNC(=O)CN1CCN(C(=O)c2ccc(S(C)(=O)=O)cc2)CC1	·	10	1
CNC(=O)[C@@]1(OCc2ccc(F)cc2)CC(OCc2ccc(C#N)cc2)[C@@H]2OC(C)(C)O[C@@H]2C1 (some centres not stated)	-4	10	-6
CC(C)(C)c1ccc(C2=NC(=Cc3ccc4c(c3)OCO4)C(=O)O2)cc1	-3	5	-3

Further results follow:
canonical_smiles	mcGAS lum	NPYLR7 ag	hcGAS inh
Nc1nnc(SCC(=O)c2ccc(Br)cc2)s1	·	14	-3
Cc1cccc(-c2noc(CN3CCN(CC(C)O)C(C)C3)n2)c1 (configuration not stated)	-6	0	-11
O=C(Nc1nccs1)N(Cc1ccccc1)CC(O)c1ccco1 (configuration not stated)	·	1	-10
Cc1ccccc1-n1cnnc1SCCS(=O)(=O)C(C)C	·	9	-11
CCN(C(=O)C(=O)c1c[nH]c2ccccc12)c1ccc(OC)cc1	-4	-4	-4
O=C(CSc1ncn[nH]1)Nc1ccc(F)cc1	-7	-5	-6
O=C(C(C1CCCC1)N1CCN(C(=S)Nc2ccc(F)cc2)CC1)N1CCc2ccccc2C1 (configuration not stated)	-4	-4	-3
COc1ccc(-c2nn3c(NCC(C)C)cc(C)nc3c2C)cc1OC	-2	-3	0
O=C1NCCN(Cc2cccc(C(F)(F)F)c2)C1CC(=O)N1CCCOCC1 (configuration not stated)	·	4	-7
CC1CCCC(c2ccccc2)N1CC(=O)N(C)c1nccs1 (configuration not stated)	·	9	-6
COc1ccc(-n2ccnc2CN2CCN(C(=O)c3ccccc3)CC2)cc1	·	23	1
Cc1cc(NC(=O)C(C)(C)C)n(-c2nc(-c3ccccc3)cs2)n1	-10	-8	-6
O=S(=O)(Cc1ccccc1)c1nc2ncccc2[nH]1	·	2	11
COCCCNC(=O)CSc1nnc(Nc2ccccc2F)s1	-4	0	-1
CCc1ccc(C2CC(C(=O)N3CCOCC3)CN(Cc3cccc(Cl)c3)C2)cc1 (configuration not stated)	-4	·	-2
N#CC1=Cc2ccccc2OC1	-5	-3	-3
COc1cc(CN(C)C(=O)c2ccc(-c3cc(-c4cccc(C(F)(F)F)c4)n[nH]3)cc2)cc(OC)c1OC	-7	1	-9
CC(c1cccs1)N(C)C(=O)CCN1CCCCCC1=O (configuration not stated)	·	4	-3
Cc1ncc(C(=O)N2CCCC(N(C)CCc3ccccc3)C2)c(=O)[nH]1 (configuration not stated)	·	3	4
COC(=O)c1ccc(COC[C@@H]2CN(C(C)C)S(=O)(=O)[C@H]2c2ccccc2)cc1	-7	0	3
CN(Cc1cc(F)ccc1O)Cc1cccc2cnccc12	·	10	-1
CC(=O)Nc1cccc(NC(=O)c2cn(Cc3ccccc3)nc2OCc2ccccc2)c1	-7	16	-11
Cc1ccc(C)c(S(=O)(=O)Nc2ccc(Nc3ccc(-n4cccn4)nn3)cc2)c1	-10	-5	-6
COc1ccc(S(=O)(=O)c2cnc(SCC(=O)Nc3ccc(C)cc3Cl)[nH]c2=O)cc1	-6	-2	-5
CCOC(=O)C(C#N)=Cc1ccc(N2CCCCC2)cc1	-6	11	-6

Rewritten with values under each structure: part of the list above
The line under a structure holds: mcGAS lum, NPYLR7 ag, hcGAS inh
- COc1ccc(S(=O)(=O)c2cnc(SCC(=O)Nc3ccc(C)cc3Cl)[nH]c2=O)cc1
→ -6, -2, -5
- COc1ccc(C2CC(C(F)(F)F)n3ncc(C(=O)NC(C)C)c3N2)cc1 (configuration not stated)
→ -6, -4, -3

Later entries
canonical_smiles	mcGAS lum	NPYLR7 ag	hcGAS inh
CCc1nc2ccc(C(=O)NCCCn3ccnc3)cn2c1N(CC)CCOC	-5	-3	-9
O=C(NCCc1ccccc1)N1CCCC1c1cccs1 (configuration not stated)	·	0	-19
N#CCc1ccc(C(F)(F)F)cc1	·	6	0
CSc1cc2c(cc1C(F)(F)F)N(C(=O)Nc1cccnc1)CC2	·	-4	-5
Cc1nnsc1C(=O)OCc1cc(-c2ccc(F)cc2F)on1	·	-2	-3
CC(=O)N1CCC(=NNC(=O)c2ccc(-n3c(C)ccc3C)cc2)CC1	·	8	-10
CC(Cc1ccncc1)NC(=O)CC12CC3CC(CC(C3)C1)C2 (configuration not stated)	-6	3	-3
CC(C)CCN(Cc1cccn1Cc1ccc(C(C)(C)C)cc1)CC(O)Cc1ccccc1 (configuration not stated)	-2	-1	0
Cc1nc(N2CCOCC2)ncc1-c1cc(=O)[nH]c(N2CCc3ccccc3C2)n1	-6	2	-5
Cc1nc(C(C)C)ncc1C(=O)N1CCCC(c2[nH]ncc2-c2ccccc2)C1 (configuration not stated)	-13	10	-7
Cc1ccc2oc(=O)n(CC(=O)N(Cc3ccsc3)CC(C)C)c2c1	-7	-4	-1
Cc1nc2ccc(Cl)cn2c(=O)c1NC(=O)CCC1CCCCC1	·	3	-17
CCCN(Cc1cccnc1)C(=O)c1cc(-c2ccccc2)nn1C	-12	18	-5
CC(CN(C)Cc1cc(F)ccc1O)N1CCOCC1 (configuration not stated)	-17	5	-1
COc1ccnc(C(=O)Nc2n[nH]c(-c3ccc(C)s3)n2)c1	·	4	-7
O=C(NCc1ccccc1CN1CCCC1=O)c1ccco1	-22	3	-5
Clc1cc(CSc2nnnn2C2CC2)cc2c1OCCO2	·	-2	3
Cc1ccc(F)c(NC(=O)CCC(=O)N(C)Cc2cc(C3CC3)n[nH]2)c1	-9	1	0
O=C(NC1CC1)C1CCCN(c2ccc(-c3ccc(F)cc3)nn2)C1 (configuration not stated)	-8	-11	-8
O=c1cc(CSc2ncnc3sc4c(c23)CCC4)nc2ccc(Br)cn12	·	-5	-4
CCCCCc1ccc(C(=O)Nc2ccc3[nH]cc(CCN4CCc5ccccc5C4)c3c2)cc1	-5	20	-2
Cc1c(C)n2c3c(=O)n(CCc4ccccc4)c(=O)n(C)c3nc2n1C1CCCC1	-8	0	1
CCN1C(=O)c2cccc3c(NC(=S)NC(=O)c4ccccc4)ccc1c23	-6	-2	-4
O=C(O)CCCNC(=O)CC1S\C(=N/N=C\C=C\c2ccccc2)NC1=O (configuration not stated)	-6	-9	-4
CC(C)Sc1nc(N2CCCC2)c2cnn(CCNC(=O)C3CC3)c2n1	-7	0	2
Cc1cnn(CCC(=O)N2C[C@@H](CO)[C@H](N(C)C)C2)c1	-6	·	-12
CN(C)Cc1ccc(CNC(=O)CCCC2CCCCC2)cc1	·	0	2
O=C(c1ccc(Cl)cc1)N(Cc1nccn1Cc1cccc(F)c1)C1CCCCC1	-8	14	-4
Cc1nc(C(C)C)[nH]c(=O)c1C(=O)Nc1ccc(N(C)C)c(Cl)c1	-3	8	5
CC(O)c1ccc(CNC(=O)C2CCCN2C(=O)c2ccc(Cl)c(Cl)c2)cc1 (configuration not stated)	·	-4	-2
C=CC(C)(O)CC[C@@H]1[C@@]2(C)CCCC(C)(C)C2CC[C@@]1(C)O (some centres not stated)	-5	-2	-5
CC(=O)N1CCCC(C(=O)NCC2(c3ccccc3)CCCCC2)C1 (configuration not stated)	·	3	-13
Cc1ccc(-c2nc(CC(=O)NC(C)(C)c3ccc4c(c3)OCCO4)cs2)o1	·	5	-5
CCCn1c(SCC(=O)OC)nc2ccc(Br)cc2c1=O	·	-7	-2

Complete entries, quoted from the list.
CCCn1c(SCC(=O)OC)nc2ccc(Br)cc2c1=O as listed: mcGAS lum: ·; NPYLR7 ag: -7; hcGAS inh: -2
Cc1nc(C(C)C)[nH]c(=O)c1C(=O)Nc1ccc(N(C)C)c(Cl)c1 as listed: mcGAS lum: -3; NPYLR7 ag: 8; hcGAS inh: 5

2 of the compounds above, as labelled records:
O=C(c1ccc(Cl)cc1)N(Cc1nccn1Cc1cccc(F)c1)C1CCCCC1
  mcGAS lum: -8	NPYLR7 ag: 14	hcGAS inh: -4

Cc1nc(C(C)C)[nH]c(=O)c1C(=O)Nc1ccc(N(C)C)c(Cl)c1
  mcGAS lum: -3	NPYLR7 ag: 8	hcGAS inh: 5

Rows are unselected; any-hit rate near 0.27%.
